Compound activity as filed in PubChem BioAssay.
RAD54 branch: RAD54 (human) branch migration inhibition; inhibition, % at 10.4 µM; RAD54 Holliday junction branch migration, FAM/BHQ fluorescence; Q92698; AID 602329; 360,000 compounds, 0.14% hits;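 active = mean normalized replicate activity at least 40 and at least half of replicates scoring 40 or more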;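 also: 0% = median of neutral control wells and 100% = median of positive control wells; inhibitors cause a drop in the FAM fluorescence signal; in these data hits start at about 50%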
Target sequence (Q92698 whole entry, looked up): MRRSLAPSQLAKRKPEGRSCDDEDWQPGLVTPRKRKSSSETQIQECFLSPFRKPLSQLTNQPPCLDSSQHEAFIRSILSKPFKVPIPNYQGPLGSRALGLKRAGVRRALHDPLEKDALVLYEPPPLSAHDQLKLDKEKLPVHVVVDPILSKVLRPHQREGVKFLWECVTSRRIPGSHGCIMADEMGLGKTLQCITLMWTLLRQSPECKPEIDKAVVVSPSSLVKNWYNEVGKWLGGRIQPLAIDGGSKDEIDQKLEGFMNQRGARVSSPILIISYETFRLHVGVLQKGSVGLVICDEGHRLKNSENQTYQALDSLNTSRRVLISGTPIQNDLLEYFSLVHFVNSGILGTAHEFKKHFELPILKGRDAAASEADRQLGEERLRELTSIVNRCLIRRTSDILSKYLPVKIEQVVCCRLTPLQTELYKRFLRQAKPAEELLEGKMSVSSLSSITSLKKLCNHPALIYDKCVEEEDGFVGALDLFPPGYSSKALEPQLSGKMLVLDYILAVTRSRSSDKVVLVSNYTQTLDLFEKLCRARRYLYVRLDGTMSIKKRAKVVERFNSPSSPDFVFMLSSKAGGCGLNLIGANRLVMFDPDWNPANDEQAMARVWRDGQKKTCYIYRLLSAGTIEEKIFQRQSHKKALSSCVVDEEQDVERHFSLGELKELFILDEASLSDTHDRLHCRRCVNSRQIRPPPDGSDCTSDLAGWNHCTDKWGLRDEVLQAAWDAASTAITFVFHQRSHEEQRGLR
* hit, by the source's call. The list is partial; rates above refer to the full screens.

Compound,RAD54 branch
CC12CCC(c3c(CO)nn(-c4ccccc4)c31)C2(C)C (configuration not stated),4
Cc1cc(=O)n2nc(N3CCCC(C(=O)N4CCN(c5ccccc5)CC4)C3)sc2n1 (configuration not stated),-8
CCCCCC(=O)NC(=S)Nc1ccccc1C(=O)OC,3
CCc1nc(SCC(=O)Nc2cc(C)on2)n[nH]1,-3
c1cnc2ccc(C(c3nnnn3C3CCCCC3)N3CCCCC3)cc2c1 (configuration not stated),13
COCCCNc1nc2ccccc2nc1NS(=O)(=O)c1cccs1,-10
O=c1cc(-c2ccccc2)[nH]c2[nH]n(-c3ccccc3)c(=O)c12,12
CC1CCN(S(=O)(=O)c2cccc(S(=O)(=O)N3CCOCC3)c2)CC1,1
CN(C)c1nc2c(c(=O)n(C)c(=O)n2C)n1Cc1ccccc1,4
CCOc1ccc(C2C(C#N)=C(N)Oc3cc(C)n(CCN4CCOCC4)c(=O)c32)cc1OCC (configuration not stated),9
O=C(NCc1ccco1)C(c1ccccc1)N(Cc1ccccc1)C(=O)Cn1nnc2ccccc21 (configuration not stated),-3
O=C(/C=C/Nc1ccccc1)c1ccccc1,-9
CCOc1cc(NC(=O)C2CCCO2)c(OCC)cc1NC(=O)C1CC1 (configuration not stated),-15
O=C(O)CCCC(=O)Nc1ccccc1Br,-6
CCOC(=O)Nc1cccc(Cl)c1C,-7
COc1ccc(C2(CNC(=O)c3ccc(OC)c([N+](=O)[O-])c3)CCOCC2)cc1OC,2
COCC(=O)N(C)C1(c2nnnn2CCOC(=O)Nc2ccc(Cl)cc2)CCCC1,-7
CCOC(=O)Nc1sc2c(c1C(=O)OCC)CCC2,-17
O=S(=O)(c1ccc(Cl)cc1)n1ccc(-c2cccc(OCc3c(F)cccc3Cl)c2)n1,10
Cc1oc(-c2ccccc2)cc1C(N)=O,-7
Cc1ccc(C(=O)n2nc(-c3ccco3)nc2N)cc1,4
COc1ccc(N(CC(=O)NCc2cccc(OC)c2)S(=O)(=O)c2c(C)noc2C)cc1,1
Cc1cc(C)c(C(=O)COC(=O)[C@H](C)Nc2ccc(C(F)(F)F)cc2[N+](=O)[O-])c(C)c1,-1
COC(=O)C(C)Sc1nc2c(c(=O)n1-c1ccccc1)SCC2 (configuration not stated),9
CCC(=O)Nc1ccc(N2CCN(Cc3ccccc3)CC2)cc1,5
O=C(Nc1ccc2nc(-c3cccs3)c(-c3cccs3)nc2c1)N1CCOCC1,-30
COc1ccc(-c2nn(-c3ccccc3)cc2C(=O)Nc2nc(CC(C)=O)ns2)cc1,5
COc1ccc(C(=O)Nc2nc(-c3ccc([N+](=O)[O-])cc3)c(-c3ccccc3)s2)cc1,-10
CN(C)c1ccc(N/C=C/C(=O)c2ccco2)cc1,-5
O=C(COC(=O)c1cc(S(=O)(=O)N2CCOCC2)ccc1Cl)Nc1ccc2c(c1)OCO2,-1
CCCc1nc2ccccc2c(C(=O)OCC(=O)c2ccc3c(c2)NC(=O)CO3)c1CC,0
O=C(COc1nsnc1N1CCOCC1)N1CCOCC1,4

Exported with each value named: 4 of the compounds above
> CN(C)c1ccc(N/C=C/C(=O)c2ccco2)cc1
  RAD54 branch: -5
> CCCc1nc2ccccc2c(C(=O)OCC(=O)c2ccc3c(c2)NC(=O)CO3)c1CC
  RAD54 branch: 0
> O=C(COC(=O)c1cc(S(=O)(=O)N2CCOCC2)ccc1Cl)Nc1ccc2c(c1)OCO2
  RAD54 branch: -1
> COc1ccc(C(=O)Nc2nc(-c3ccc([N+](=O)[O-])cc3)c(-c3ccccc3)s2)cc1
  RAD54 branch: -10

The results go on.
Compound,RAD54 branch
CCCCNC(=O)c1ccc2c(=O)n(CCCOCC)c(=S)[nH]c2c1,8
CCOC(=O)c1c(C)[nH]c(C)c1C(=O)COC(=O)c1cccc(S(=O)(=O)N(CC)CC)c1,6
[N-]=[N+]=CC(=O)CCCN1C(=O)c2ccccc2C1=O,1
O=C(c1ccccc1)c1nc[nH]c1C(=O)Nc1ccccn1,-3
Oc1ccccc1C(=S)N1CCCCCC1,-2
CC(C)Cc1nc(N2CCOCC2)c(C#N)c2c1COC(C)(C)C2,-18
CCOC(=O)C(NC(=O)c1ccccc1)(Nc1nnc(C)s1)C(F)(F)F (configuration not stated),-7
CCOC(=O)CC1=Nc2ccccc2NC(=O)C1,1

Among those listed so far, these have a CF3 group:
Compound,RAD54 branch
Cc1cc(C)c(C(=O)COC(=O)[C@H](C)Nc2ccc(C(F)(F)F)cc2[N+](=O)[O-])c(C)c1,-1
CCOC(=O)C(NC(=O)c1ccccc1)(Nc1nnc(C)s1)C(F)(F)F (configuration not stated),-7

Following part
Compound,RAD54 branch
CCOC(=O)CN1N=C(/C=C/c2ccccc2)CCC1=O,-2
CC(=O)Oc1ccc2cc(-c3nc4ccccc4n3C)c(=O)oc2c1,0
CCOC(=O)c1cccc(NC(=O)CSc2nc3cccnc3n2C)c1,-9
COC(=O)C(=O)Nc1nnc(COc2ccccc2)s1,0
COC(=O)c1ccc(NC(=O)CSc2nc(C)cc(=O)[nH]2)cc1,-9
O=C(CSc1n[nH]c(-c2cccs2)n1)NCc1ccc2c(c1)OCO2,-5
CCCN1C(=O)C(O)(C2CC(=O)CC(C)(C)O2)c2ccccc21 (configuration not stated),4
CN(c1ccc(OCC(=O)NC2CCCC2)cc1)S(=O)(=O)c1cccs1,0

Two entries from above, as labelled records:
compound: CC(=O)Oc1ccc2cc(-c3nc4ccccc4n3C)c(=O)oc2c1
  RAD54 branch = 0

compound: CCOC(=O)c1cccc(NC(=O)CSc2nc3cccnc3n2C)c1
  RAD54 branch = -9

(listing goes on)
Compound,RAD54 branch
Cc1ccc(Nc2cccccc2=O)cc1,6
COc1nc(NCCN2CCOCC2)nc(Nc2ccccc2)n1,-3
COc1cc(NS(=O)(=O)c2ccc(-n3cccn3)cc2)cc(OC)c1,1
COc1ccc2nc(NC3=NCCC3)sc2c1,3
CCCn1c(SCC(=O)Nc2cccc(C)n2)nnc1-c1ccco1,-8
CCn1c2ccccc2c2cc(NC(=O)C(C)Oc3ccc(OC)cc3)ccc21 (configuration not stated),0
CC(=O)Oc1ccc2oc(C)c(C(=O)N3CCOCC3)c2c1,-12
Nc1nonc1-c1noc(-c2ccccc2Br)n1,5
CCCN(Cc1cc2ccc(C)cc2[nH]c1=O)C(=O)c1ccccn1,1
COc1cc(C(=O)OCC(=O)c2cc(C)n(C)c2C)cc(OC)c1OC,9
Cc1cc(C)c(C)c(S(=O)(=O)N2CCN(c3ncnc4sc(C)c(C)c34)CC2)c1C,-1
COC(=O)C1=C(Nc2ccc(C)cc2)C=C(C)C(C(=O)OC)C1c1ccc(OC)cc1 (configuration not stated),-4
Cc1ccc2nc(-c3ccc(SCC(=O)O)nc3)[nH]c2c1,-1
c1ccc(CSc2nnc([C@@H]3CCCN3)o2)cc1,-17
O=C(NCCOC(=O)c1ccc(Cl)c(S(=O)(=O)N2CCCCC2)c1)c1ccncc1,-6
COc1ccc(C)cc1NC(=O)CCN1CCCC1,2
COc1ccccc1N1CCN(C(=O)CSc2nnc(NC(=O)C3CC3)s2)CC1,6
O=C(c1cc(-c2ccc(Cl)cc2Cl)on1)N1CCN(C(=O)c2ccco2)CC1,-5
NC(=O)C1CCN(CC(O)CSc2ccc(F)cc2)CC1 (configuration not stated),4
O=c1[nH]c(Cc2cccs2)nc2ccccc12,-8
COC(=O)c1cc(-c2ccccc2)n[nH]1,-9
CCOc1ccc(NC(=S)N(Cc2ccc(Cl)cc2)Cc2ccco2)cc1,5
CC(=O)Nc1ccc(S(=O)(=O)N2CCC(n3cnc4cc(F)ccc43)CC2)cc1,2
Cn1c(-c2ccc(Br)o2)nc2cc(Br)ccc21,3
COc1ccc(C(C(O)C(=O)c2c[nH]c3ccccc23)N2CCN(c3ccccc3)CC2)cc1 (configuration not stated),7
Cc1ccc(-c2nn3c(-c4ccco4)nnc3c3ccccc23)cc1S(=O)(=O)NCC1CCCO1 (configuration not stated),-2
CCC(C)Cn1c(C(C)O)nc2ccccc21 (configuration not stated),-8
Cc1c(C(=O)N2CCCC2)nnn1-c1nonc1N,19
CC(=O)N1CCc2cc(Br)cc(S(=O)(=O)N3CCN(c4ccccn4)CC3)c21,5
O=C(O)CSCNC(=O)C12CC3CC(CC(C3)C1)C2,6
O=C1CN(c2ccc(Cl)cc2)C(=O)CN1NC(=S)Nc1ccc(Cl)cc1,2
COc1ccc(C)cc1C(=O)CCC(=O)Nc1ccccc1N1CCOCC1,-25
COc1ccc(CN(C(=S)Nc2ccccc2)C2CC(=O)N(c3ccc(Cl)cc3)C2=O)cc1 (configuration not stated),-1
Nc1nc(SCc2nnc(SCC(=O)O)n2-c2ccccc2)nc2sc3c(c12)CCCC3,-15
COc1ccccc1CNC(=O)c1cn(C)c(=O)c2cc(OC)c(OC)cc12,6
Brc1ccccc1-c1nnc2sc(Cc3ccccc3)nn12,-5
CCOc1ccc(-c2noc(=O)[nH]2)cc1,-9
CC(NC(=O)OCc1ccccc1)C(=O)NCC1CCCO1 (configuration not stated),-3
CCOc1ccc(S(=O)(=O)NCCN2CCOCC2)c2ccccc12,1
COc1ccc(-c2nc3n(n2)C(c2ccccc2)C2=C(CCCC2=O)N3)cc1OC (configuration not stated),2
Cc1onc(-c2c(F)cccc2Cl)c1C(=O)Nc1ccc(S(=O)(=O)Nc2ncccn2)cc1,-13
O=C(Nc1sc2c(c1-c1nc3ccccc3[nH]1)CCCC2)C1CC1,-15
S=C(Nc1ccc(Cl)cc1)NC1CC2CCCC(C1)N2C1CCCC1 (configuration not stated),2
COc1ccccc1NC(=O)c1cc2ccccc2o1,1
COc1cccc(N2C(=O)C(O)=C(C(C)=O)C2c2ccc(OC)c(OC)c2)c1 (configuration not stated),-6
CCCn1c(C)cc(=O)c2cc(NC(=O)c3ccccn3)ccc21,13
Cc1ccn2c(NC3CCCCC3)c(C)nc2c1,-5
CCN(CC)c1nc(C#N)cc(-c2ccc(OC)cc2)n1,-5
COc1ccc(-c2c(C#N)c(C)nc3c2C(=O)c2ccccc2-3)cc1,11
CCOc1ccccc1NS(=O)(=O)N(C)C,-21
CCCOc1ccc(N2C(=O)C3ON(c4ccccc4)C(CCC)C3C2=O)cc1 (configuration not stated),-3
C=C1C2(C(=O)Nc3nccs3)CCC(C2)C1(C)C (configuration not stated),-4
O=C(c1ccccc1)c1ccc(OCC(O)CN2CCN(S(=O)(=O)N3CCCCC3)CC2)cc1 (configuration not stated),19
O=c1ccn(-c2cccc(C(F)(F)F)c2)nc1-c1ccn(-c2ccccc2F)n1,-1
CCN(CC)C(=O)Cn1cnc2c1c(=O)n(C)c(=O)n2C,-5
COc1ccc(C(=O)N/N=C/c2cc3ccccc3[nH]c2=S)cc1,8

Continuation.
Compound,RAD54 branch
CCCn1nnc2ccccc2c1=O,6
CCOC(=O)c1cc(C#N)c(N)nc1C,5
O=C(CSc1nnc(Cc2cccs2)n1Cc1ccco1)Nc1cc(Cl)cc(Cl)c1,0
Cn1cnnc1SCCC(=O)Nc1ccccc1,-3
CCOc1ccc(N(CC(=O)NCC2CCCO2)S(=O)(=O)c2ccc(Cl)cc2)cc1 (configuration not stated),-1
Cn1nnnc1SCc1csc(Nc2ccccc2)n1,3
Cc1oc2nc(SCCCC(=O)NCCO)nc(N)c2c1C,9
CCc1nc(SCc2cccnc2)[nH]c(=O)c1C,5
CCNC(=O)NC(=O)C(C)Sc1nnc(COc2ccccc2Cl)o1 (configuration not stated),8
Cc1cc(N)n(-c2ncnc3scc(-c4ccc(Cl)cc4)c23)n1,-5
O=c1c2cc(N3CCOCC3)ccc2[nH]c(=S)n1CCCN1CCCCC1,-8
O=C(NCc1ccncc1)c1cnccn1,-14
CC(=O)NC1C(=O)Nc2c1cccc2C(F)(F)F (configuration not stated),-2
CCOC(=O)C(Sc1n[nH]c(N)n1)c1ccccc1 (configuration not stated),-5
CSc1ncccc1C(=O)OCn1nnc2ccccc2c1=O,4
O=C(O)c1cc(Cl)c2c(c1)[C@@H]1C=CC[C@@H]1[C@H](c1ccc(S(=O)(=O)N3CCOCC3)cc1)N2,-17
CCn1c(SCC(=O)N2CCC(C(N)=O)(N3CCCCC3)CC2)nc2ccccc2c1=O,-1
CCCCC(=O)Nc1cc(NC(=O)CCCC)cc(C(=O)O)c1,1
CCc1nnc(NC(=O)CSc2nnc3scc(-c4ccc(C)cc4)n23)s1,10
CCOC(=O)Cc1cc(=O)n2[nH]c(C)c(C#N)c2n1,0
COCCNc1cc(C)nc2ccccc12,-1
CC(=O)NC(Cc1ccc(C)cc1)C(=O)NC1CCN(C(=O)c2cnccn2)CC1 (configuration not stated),-1
COc1ccc(S(=O)(=O)N2CCCC(C(=O)N3CCCCCC3)C2)cc1 (configuration not stated),-3
Cc1nc(CSc2ccc(Cl)cc2)cc(NCc2ccccc2)n1,-9
CCOc1ccc2nc3ccc4[nH]onc4c3c2c1,-12
O=C(NCc1ccc2c(c1)OCO2)C1CCN(C(=O)Nc2ccc(Cl)cc2)CC1,6
COC(=O)Cc1[nH]nc2c1C1(C(=O)N(Cc3ccccc3)c3ccccc31)C(C#N)=C(N)O2 (configuration not stated),8
COCc1nnc(NS(=O)(=O)c2ccc(C)cc2)s1,9
N#Cc1c(-c2ccc(F)cc2)noc1N,1
CCOc1ccc(NC(=O)N2CCC(NC(=O)C(Cc3ccc(OC)c(OC)c3)NC(C)=O)CC2)cc1 (configuration not stated),-10
